14-3-3g Raf = alters human 14-3-3 gamma binding to Raf peptide. 0.19% of 160,000 active. P61981. FP, 14-3-3gamma / TMR-pS259-Raf peptide binding. inhibition, % at 40 µM; in the data active = inhibition above about 30%;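 note: 0% = protein plus tracer without compound and 100% = blank with tracer alone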
Target sequence (P61981 whole entry, looked up): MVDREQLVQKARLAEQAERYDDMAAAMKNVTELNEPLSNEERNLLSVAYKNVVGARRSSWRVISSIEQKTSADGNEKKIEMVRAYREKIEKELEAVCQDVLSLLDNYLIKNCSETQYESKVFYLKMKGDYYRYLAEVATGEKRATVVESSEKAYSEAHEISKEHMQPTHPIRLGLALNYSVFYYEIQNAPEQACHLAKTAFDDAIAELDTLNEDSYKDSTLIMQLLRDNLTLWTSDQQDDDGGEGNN
* marks the source's active call; other numbers are inactive results; & = joins results of further samples.

14-3-3g Raf,molecule
-8.3&-53.3,Cc1cc(=O)oc(C)c1C(=O)NCC1COc2ccccc2O1 (stereo unspecified)
-2.9,Cc1ccc(C(=O)n2cnnc2N)cc1C
-0.8,CC(=O)N1CCc2cc(Br)cc(S(=O)(=O)N3CCC(C)CC3)c21
-2.9,CCOC(=O)c1[nH]c(C)c(C(=O)NCCN2CCOCC2)c1C
-4.9,COc1cc(C2NC(=O)NC(C)=C2C(=O)OC2CCCCCCC2)cc(Cl)c1O (stereo unspecified)
-9.4,O=C(CCS(=O)(=O)c1cccc2nsnc12)NCC1COc2ccccc2O1 (stereo unspecified)
4.5,CC1=C(C(=O)OCCOC(C)C)C(c2cccnc2)C2=C(CCCC2=O)N1 (stereo unspecified)
3.9,COCCNC(=O)CSc1nc2cc3c(cc2c(=O)n1Cc1ccco1)OCO3
5.9,O=C(NC1CCCCC1)c1ccc2c(=O)n(Cc3ccccc3)c(=S)[nH]c2c1
-3.0,CN(C(=O)CNC(=O)c1ccccc1)C1(C(=O)NC2CCCCC2)CCCCC1
-1.8,Cc1ccc(CNC(=O)CCc2nc3ccccc3c(=O)[nH]2)cc1
-6.9,COc1cc(S(=O)(=O)NCC2COCCO2)ccc1-n1cnnn1 (stereo unspecified)
-34.4,CC1CC(C)CN(S(=O)(=O)c2ccc(C(=O)Nc3nc(-c4ccc(Cl)s4)cs3)cc2)C1 (stereo unspecified)
-40.0,O=C(Nc1sc2c(c1C(=O)Nc1ccc(Cl)cc1)CCC2)c1cccs1
-208.1,CSc1ccc(-c2nc3nc(C)cc(C)n3c2Nc2ccc3c(c2)OCCO3)cc1
-34.9,Cc1ccc(N2C(=O)c3cccc4c(Cl)ccc(c34)C2=O)cc1
-1.4,CC1CCN(C(=O)C2CCN(CCCc3ccccc3)CC2)CC1
2.1,CC(C)(C)SCCNC(=O)CN(c1ccc(F)cc1)S(C)(=O)=O
-7.1,COc1cc(C2C(=O)N(C3CCC(C)CC3)CC(=O)N2Cc2ccco2)ccc1OC(C)C (stereo unspecified)
-86.4,O=C(CSc1oc(-c2cccs2)nc1S(=O)(=O)c1ccc(Cl)cc1)NC1CCCCC1
-5.2,COc1ccc(S(=O)(=O)N(CC(=O)NC(C)(C)C)c2ccc(Cl)cc2)cc1
-0.6,CCCCOc1ccc(C2C(C(=O)OC(C)C)=C(C)N=C3SCCC(=O)N32)cc1 (stereo unspecified)
-7.4,CC(C)c1ccc(NC(=O)c2ccc(F)c(S(=O)(=O)NCc3ccccc3Cl)c2)cc1
0.5,COC(=O)CC1(O)C(=O)C=C(c2ccccc2)N1c1ccccc1 (stereo unspecified)
-1.1,CC(=O)C1C(c2ccc(C(=O)O)cc2)NC(=O)NC1(O)C(F)(F)F (stereo unspecified)
-12.3,COc1ccccc1-c1coc2cc(OC(=O)c3cccc(Cl)c3)ccc2c1=O
2.0,O=C(NC1CC1)C1CCCN(C(=O)Nc2ccc(F)cc2)C1 (stereo unspecified)
2.8,Cc1ccc(OCCn2c3ccccc3c3nc4ccccc4nc32)cc1
5.2,O=C1C2C3c4ccccc4C(c4ccccc43)C2C(=O)N1c1ccccc1 (stereo unspecified)
-9.9,CN(C)c1ccc(C2C(=O)N(C3CCCCC3)CC(=O)N2Cc2cccs2)cc1 (stereo unspecified)
-6.5,O=C(Nc1cnc2ccccc2c1)c1cccs1
-1.6,Cc1ccnc(NS(=O)(=O)c2ccc(CC(C)C)cc2)c1
-1.7,COc1ccc(C2C3=C(CC(C)(C)CC3=O)Nc3nc(SCc4ccccc4)nn32)cc1 (stereo unspecified)
-7.5,Cc1ccc2c(c1)C(=Nc1ccccc1)c1cc3ccccc3nc1-2
9.3,COc1ccc2c(c1)CN(Cc1ccc(Cl)cc1)CO2
-43.1,CCCCNc1ncnc2c1sc1nc(-c3ccco3)c3c(c12)CCCC3
-2.6,O=C(NCCc1ccc(Cl)cc1)C1CCC(=O)N1C1CCCC1 (stereo unspecified)
0.7,COc1ccc(Cn2c(=O)[nH]c3cc(C(=O)NCc4ccccc4OC)ccc3c2=O)cc1
-7.5,Cc1nnc(Sc2nc3c(c(=O)n(C)c(=O)n3C)n2Cc2ccccc2Cl)s1
1.5,NS(=O)(=O)c1ccc(CCNC(=O)C2CCCN(S(=O)(=O)c3cccnc3)C2)cc1 (stereo unspecified)
5.4,CCCNC(=O)c1cc(-c2ccc(OC)cc2)on1
3.5,CCCCNC(=O)CN1C(=O)CSc2ccc(S(=O)(=O)N3CCCCCC3)cc21
-1.7,CCOC(=O)c1sc(NC(=O)c2ccc([N+](=O)[O-])cc2)nc1-c1ccccc1
-0.6&2.8,O=C1c2ccccc2C(=O)N1CCCc1nc2ccccc2c(=O)n1Cc1ccco1
-7.4,c1ccc(-c2cn3c4ccccc4nc3n2CCNC2CCCCC2)cc1

Part of the list above, reformatted:
| SMILES | 14-3-3g Raf |
| --- | --- |
| O=C(Nc1cnc2ccccc2c1)c1cccs1 | -6.5 |
| Cc1ccnc(NS(=O)(=O)c2ccc(CC(C)C)cc2)c1 | -1.6 |

(cont.)
14-3-3g Raf,molecule
-15.6,CC(C(=O)Nc1ccc(I)cc1)N1C(=O)c2ccccc2C1=O (stereo unspecified)
1.3,CCOC(=O)c1cnc2c(-c3ccccc3)c(C)nn2c1-c1ccccc1
-20.2,Cc1cccc(NC(=O)CSc2nc3c(c(=O)n2-c2ccccc2)SCC3)c1
-36.4,CCN(CC)c1ccc(N=C2C(=O)Nc3ccccc32)cc1
-10.7,CCn1c(SCC(=O)NCc2ccccc2)nnc1-c1ccccc1O
-11.2,O=C(CCNC(=O)Cn1ccc2ccccc2c1=O)NCCN1CCN(c2cccc(Cl)c2)CC1
-4.1,Cn1cnc2cc(NC(=O)c3ccc(Cl)cc3)ccc21
-2.1,CC1(C)CC(=O)c2cc(C(=O)Nc3cccc(Cl)c3)c(=O)n(-c3ccc(Cl)cc3)c2C1
-8.7,CCC12CCCN3CCC4(C(=C(C(=O)OC)C1)Nc1ccccc14)C32 (stereo unspecified)
-1.1,COc1ccc(C2C3=C(CC(C)(C)CC3=O)Nc3nc(SC)[nH]c(=O)c32)cc1 (stereo unspecified)
3.4,CCc1ccccc1NC(=O)C(CC)Sc1nc2cc3c(cc2c(=O)n1Cc1ccco1)OCO3 (stereo unspecified)
-2.0,O=C(Cn1nc(-c2ccccc2)c2ccccc2c1=O)NCCN1CCOCC1
1.9,[O-][n+]1c2ccc3nonc3c2nn1-c1ccccc1
-3.3,Cc1ccc(C(=O)Nc2ccc(C(=O)O)cc2)cc1S(=O)(=O)Nc1cccc(F)c1
1.4,CCOC(=O)c1c(C)oc2c(Cl)cc(NS(=O)(=O)c3ccc(OCC)cc3)cc12

A different layout for 2 compounds above.
CCOC(=O)c1cnc2c(-c3ccccc3)c(C)nn2c1-c1ccccc1
  14-3-3g Raf = 1.3
Cc1cccc(NC(=O)CSc2nc3c(c(=O)n2-c2ccccc2)SCC3)c1
  14-3-3g Raf = -20.2

(listing goes on)
14-3-3g Raf,molecule
-0.9,CC(C)(C)NC(=O)c1ccc(COc2ccccc2Br)o1
-3.9,O=S(=O)(c1cccc2nsnc12)N1CCN(c2ncccn2)CC1
-4.0,Cc1c(C(=O)O)sc2ncnc(N(C)c3ccccc3)c12
-4.0,O=C(Cc1cn2ccsc2n1)Nc1ccccc1Oc1ccccc1
-1.2,COc1ccc(NC(=O)Cn2nc3n(c2=S)CCC3)cc1
-31.3,Cc1ccc2oc(-c3cc(NC(=O)CC(C)C)ccc3Cl)nc2c1
-8.5,CCCC(=O)C1CCN(C(=O)c2ccc(C(C)(C)C)cc2)CC1
6.2,O=C(NCCc1cccc(Cl)c1)c1cccnc1
-4.1,COc1ccc(S(=O)(=O)Nc2cc(C(=O)N3CCCCCC3)ccc2N2CC3CC(C2)c2cccc(=O)n2C3)cc1 (stereo unspecified)
-3.8,CCC(C)NC(=O)c1oc2ccc(S(=O)(=O)N3CCCC(C)C3)cc2c1C (stereo unspecified)
-33.5,Cc1sc2ncn(CC(=O)NCc3cccnc3)c(=O)c2c1S(=O)(=O)N1CCCCC1
-7.8,CCOc1ccc(NC(=O)CSc2nnc(N)s2)cc1
-11.0,COC(=O)C(C)Sc1nc2c(c(=O)n1-c1ccc(Cl)cc1)SCC2 (stereo unspecified)
-6.9,CCOC(=O)c1[nH]c(C)c(C(=O)NC2CCCCC2)c1C
-1.3,Cc1ccccc1NS(=O)(=O)c1cccc2nsnc12
-0.4,Cn1c(=O)c2c(nc(NCCOc3ccc(C(C)(C)C)cc3)n2C)n(C)c1=O
-8.2,Cc1ccc(C2=NN(CC(=O)NCc3cccnc3)C(=O)CC2)cc1
-5.5,Cc1c([N+](=O)[O-])c2nsnc2c2nsnc12
-6.6,Cc1[nH]nc2c1C(c1cccc(O)c1)C1=C(CC(C)(C)CC1=O)N2 (stereo unspecified)
-9.6,CCOC(=O)C1=C(C)NC(=S)NC1c1cccc(Oc2ccccc2)c1 (stereo unspecified)
1.0,Cc1ccccc1N1C(=O)C2C3C=CC(O3)C2C1=O (stereo unspecified)
-4.7,CCOC(=O)c1cc(C)n(Cc2cccc(OC)c2OC)c1C
-20.2,O=C(O)c1cc(-c2ccccc2)nc2cc3nc(-c4ccccc4)cc(C(=O)O)c3cc12
-4.8,Cc1c(C(=O)n2nnc3ccccc32)cccc1[N+](=O)[O-]
4.2,CN(C)C1=NC(C(F)(F)F)(C(F)(F)F)N=C(c2ccc(Cl)cc2)O1
-4.1,CCOC(=O)C(CC)n1cnc2c(oc3ccccc32)c1=O (stereo unspecified)
-0.2,CNC(=O)Cn1nc(C)c2ccccc2c1=O
3.3&-7.2,COc1ccccc1NC(=O)N(Cc1ccccc1)C1=NCC(C)S1 (stereo unspecified)
-6.2,COC(=O)c1sccc1NS(=O)(=O)c1ccc(OC)cc1
4.3,Cc1cnn(C(=S)NCC2CCCO2)c1 (stereo unspecified)

Individual results from above.
14-3-3g Raf result of `CN(C)C1=NC(C(F)(F)F)(C(F)(F)F)N=C(c2ccc(Cl)cc2)O1` = 4.2
14-3-3g Raf result of `Cc1[nH]nc2c1C(c1cccc(O)c1)C1=C(CC(C)(C)CC1=O)N2` (stereo unspecified) = -6.6

Continuation:
14-3-3g Raf,molecule
3.9,O=C(N1CCCCC1)N1CCCN(C(=O)N2CCCCC2)CC1
2.8,O=C(COC(=O)c1ccccc1-c1ccccc1[N+](=O)[O-])c1ccc(Br)cc1
-6.0,NC(=O)C1CCN(C(=O)c2ccc3c(=O)n(CCc4ccccc4)c(=O)[nH]c3c2)CC1
-5.6&-18.2,O=C(CN1CCCN(S(=O)(=O)c2ccc(Br)cc2)CC1)Nc1ccc2c(c1)OCO2
0.7,CCCNC(=O)c1ccc2c(c1)nc(C)n2-c1cccc(F)c1
-1.3,O=C1C2CCCCC2C(=O)N1c1ccc(N2CCN(c3cccc(Cl)c3)CC2)c([N+](=O)[O-])c1 (stereo unspecified)
-7.6,CCOc1ccccc1OCCc1c(C)n[nH]c1C
-10.0,Cc1ccc(C)c(NC(=O)c2nnn(Cc3ccccc3C)c2N)c1
-7.8,CC(C)(C)NC(=O)CN(C(=O)CS(=O)CC(=O)Nc1ccc(F)cc1)c1ccc(F)c(Cl)c1 (stereo unspecified)
-0.4,CC(C)c1cc(N2CCN(C(=O)c3ccco3)CC2)n2c(nc3ccccc32)c1C#N
-63.8,COc1cccc(-n2c(CN3CCN(c4ccccc4)CC3)nc3ccc([N+](=O)[O-])cc3c2=O)c1
-3.6,Cc1cccc(NC(=O)c2ccccc2OCC(=O)N2CCOCC2)c1C
-2.5,CC(C)(C)C(=O)c1no[n+]([O-])c1/C(=N/O)C(C)(C)C
-2.2,COC(=O)c1ccc(C(=O)OC)c(NC(=O)c2cccc(OC)c2)c1
1.0,CCCCCCC(C)NC(=O)c1c(-c2ccccc2)noc1C (stereo unspecified)
-6.8,Cc1ccc(C(=O)Nc2ccncc2)o1
-1.7,O=C(Nc1ccccc1C(F)(F)F)N1CCN(c2ccc3nncn3n2)CC1
-4.7,Cc1ccccc1-n1nc2c(c1NC(=O)c1cccc(Br)c1)CS(=O)(=O)C2
-2.3,COc1ccc2nc3sc(C(=O)N(C)C4CCCCC4)cc3cc2c1
1.7,COc1ccc(N(C(=O)c2ccc(S(=O)(=O)N3CCOCC3)cc2)C2C=CS(=O)(=O)C2)cc1 (stereo unspecified)
0.8&-11.3,CSc1nc(-c2ccccc2)nc(SC)c1C(C)=O
-2.2,CN(C)c1ccc(CNCCC2(Cc3ccccc3)CCOC(C)(C)C2)cc1 (stereo unspecified)
-4.5,COc1ccc(Cl)cc1NC(=O)CSc1nc2c([nH]c3ccccc32)c(=O)n1-c1ccccc1
-3.6,CS(=O)(=O)Nc1ccc(C(=O)NCc2ccc3c(c2)OCO3)cc1
-11.5,Cc1cccc2sc(NC(=O)C3CCN(S(=O)(=O)c4ccc(Br)s4)CC3)nc12
4.8,COC(=O)c1ccc(C(=O)OCCCc2nc3ccc([N+](=O)[O-])cc3[nH]2)cc1
-15.6,Cc1cc([N+](=O)[O-])nn1CCCC(=O)Nc1sc2c(c1C#N)CCC2
-2.5,COc1ccc(N(C(C)=O)C2SC(=O)N(c3ccccc3)C2=O)cc1 (stereo unspecified)
-5.0,COc1ccc(-n2c(Cc3cccn3C)nnc2SCC(=O)Nc2ccc3c(c2)OCCO3)cc1
-3.5,C=CCn1cnc2c1c(=O)n(C)c(=O)n2C
76.0*,COc1cc2ccccc2cc1C(=O)NCCc1ccccc1
-9.9,CCc1nnc(NC(=O)COc2ccc([N+](=O)[O-])cc2)s1
-8.0,CCCN1CCN(CCCNC(=O)Cn2nc(-c3ccc(C)cc3)ccc2=O)CC1
-2.4,Cn1c(=O)c2c(nc(NCCO)n2CCc2ccccc2)n(C)c1=O
-5.8,O=C(Nc1c2c(nn1-c1ccc(F)cc1)CSC2)C12CC3CC(CC(C3)C1)C2

Records listed above printed as active in 14-3-3g Raf.
14-3-3g Raf,molecule
76.0*,COc1cc2ccccc2cc1C(=O)NCCc1ccccc1

Screens (PubChem BioAssay)

This is a subset, so the mix of outcomes need not match the whole.
